ADAM17 inh – inhibitors of human ADAM17; 370,000 tested, 0.83% active; recombinant ADAM17, EDANS/DABCYL FRET peptide cleavage; inhibition, % at 6.95 µM; P78536;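 active = inhibition above the mean of compounds lying between control limits plus 3 SD, set per campaign, cut at about 8.5% in these data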;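 note: 0% = DMSO-only wells as the low control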
Target sequence (P78536 215-824 limits assumed): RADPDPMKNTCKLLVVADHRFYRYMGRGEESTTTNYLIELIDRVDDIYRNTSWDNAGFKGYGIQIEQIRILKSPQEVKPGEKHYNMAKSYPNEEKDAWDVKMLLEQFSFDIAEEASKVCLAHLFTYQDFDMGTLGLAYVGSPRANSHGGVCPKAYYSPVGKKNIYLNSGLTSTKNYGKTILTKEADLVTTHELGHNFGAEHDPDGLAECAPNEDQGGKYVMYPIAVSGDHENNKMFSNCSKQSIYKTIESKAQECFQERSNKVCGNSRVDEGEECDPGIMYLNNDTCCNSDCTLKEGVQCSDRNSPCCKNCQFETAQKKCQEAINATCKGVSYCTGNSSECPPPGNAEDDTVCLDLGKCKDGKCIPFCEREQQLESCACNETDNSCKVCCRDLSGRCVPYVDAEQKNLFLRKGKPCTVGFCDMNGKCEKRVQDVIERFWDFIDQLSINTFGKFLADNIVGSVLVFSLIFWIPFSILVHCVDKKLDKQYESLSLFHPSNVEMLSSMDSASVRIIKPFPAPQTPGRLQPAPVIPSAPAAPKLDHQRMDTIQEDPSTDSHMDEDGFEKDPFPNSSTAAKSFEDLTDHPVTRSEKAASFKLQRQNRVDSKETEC
PLCg1 inh – PLC-gamma1 (human) inhibition, primary screen. P19174. purified PLC-gamma1, fluorogenic substrate, fluorescence. inhibition, % at 12.2 µM. 370,000 tested, 0.84% active. AID 720700; in the data active = inhibition above about 9.5%
TDP2 inh – TDP2 (human) inhibition, absorbance primary screen; O95551; recombinant TDP2, T5PNP hydrolysis, p-nitrophenol absorbance 415 nm; inhibition, % at 12.8 µM; 370,000 tested, 0.34% active;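 active = inhibition above the mean of all tested compounds plus 3 SD, set per campaign, cut at about 25% in these data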;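 note: 0% = DMSO with enzyme and 100% = buffer with substrate but no TDP2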
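Assay system: Recombinant human TDP2 | Quantity: 120 nM TDP2 per well | Incubation: 2 h at 37 °C | Signal: Epi absorbance | Evaluation: Percent inhibition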
PLC-beta3 inh – PLC-beta3 (human) inhibition, primary screen | Purified PLC-beta3, fluorogenic substrate, fluorescence | inhibition, % at 12.2 µM | Q01970 | 370,000 tested, 0.18% active; in the data active = inhibition above about 11%;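 note: 0% = median of compound wells on plate and 100% = full blocker control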
ADAM10 inh – inhibits human ADAM10; recombinant ADAM10, EDANS/DABCYL FRET peptide cleavage, 3 h; O14672; inhibition, % at 7 µM; 370,000 tested, 0.62% active;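 active = inhibition above a per-campaign cutoff equal to the mean of compounds falling between control-based bounds plus 3 SD, cut at about 20% in these data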;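 note: 0% = DMSO wells while the 100% control is not disclosed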
SIAE primary – blocks human sialic acid acetylesterase | 370,000 tested, 0.69% active | inhibition, % at 9.66 µM | SIAE FP-Rh probe binding, fluorescence polarization;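 active = inhibition above a cutoff: mean of compounds within the control limits plus 3 SD of those, cut at about 17% in these data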;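 note: 0% = plate median of compound wells and 100% = probe without SIAE protein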
ASAP1 GAP inh – blocks human ASAP1-stimulated Arf1 GTP hydrolysis; 360,000 tested, 0.19% active; AID 624377; inhibition, % at 16.5 µM; GDP FP detection; Q9ULH1; in the data active = inhibition above about 25%;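 note: 0% = vehicle with enzyme and substrate and 100% = no enzyme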
DDE Tn6 FP inh – DD(E)-Tn6 binding inhibition, primary FP screen | P02675 | Fibrin DD(E) TRITC-Tn6 fluorescence polarization displacement | inhibition, % at 8.3 µM | 370,000 tested, 0.21% active;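 active = inhibition above a per-campaign cutoff: mean of compounds within control limits plus 3 SD, cut at about 15% in these data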;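 note: 0% = median of all compound wells on the plate and 100% = blocking peptide control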
Target sequence (P02675 whole entry, looked up): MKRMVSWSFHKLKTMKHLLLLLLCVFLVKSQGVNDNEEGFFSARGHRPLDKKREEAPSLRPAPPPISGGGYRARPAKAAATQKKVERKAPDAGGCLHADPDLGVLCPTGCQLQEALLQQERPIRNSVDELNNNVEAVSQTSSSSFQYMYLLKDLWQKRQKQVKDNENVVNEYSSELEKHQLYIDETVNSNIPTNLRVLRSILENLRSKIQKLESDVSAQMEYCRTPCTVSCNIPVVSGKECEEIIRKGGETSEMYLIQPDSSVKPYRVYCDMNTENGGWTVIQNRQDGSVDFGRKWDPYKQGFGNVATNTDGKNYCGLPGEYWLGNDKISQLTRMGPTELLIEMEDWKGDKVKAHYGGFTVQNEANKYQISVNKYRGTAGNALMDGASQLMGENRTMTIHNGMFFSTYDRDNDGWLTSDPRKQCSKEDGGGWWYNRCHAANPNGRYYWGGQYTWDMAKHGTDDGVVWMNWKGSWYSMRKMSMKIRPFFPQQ
Tn7 DDE FP – inhibitors of Tn7 peptide binding to human fibrin DD(E). FP displacement of FITC-Tn7 peptide from fibrin DD(E); 0% = median of compound wells per plate. inhibition, % at 8.3 µM. 370,000 tested, 0.13% active;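 active = inhibition above the mean of compounds falling within the control limits plus 3 SD of them, cut at about 14% in these data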;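 note: 0% = plate median of compound wells and 100% = 10 µM Aha-Tn7 peptide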
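system = human fibrin DD(E) protein | quantity = DD(E) 2 µM final | medium = Tris/NaCl/CaCl2 buffer, pH 7.8 | also added = labelled Tn7 tracer, 0.1 µM | compound dosing = single point at 8.3 µM | timing = compound with protein 10 min, then 3 h after probe, room temperature | signal = FP measurement | benchmarks = Aha-Tn7 high control | repeats = one replicate per compound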
ARFGAP1 inh – inhibitors of rat ARFGAP1 | Q62848 | 360,000 tested, 0.26% active | AID 651572 | Arfgap1-stimulated ARF1 GTP hydrolysis, GDP FP detection | inhibition, % at 16.5 µM;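 active = inhibition above a per-plate limit, mean inhibition of low control wells plus 3 SD, cut at about 25% in these data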;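 note: 0% = DMSO wells with enzyme and 100% = wells lacking Arfgap1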
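System: truncated rat Arfgap1 GAP domain / Benchmarks: high control wells lacking Arfgap1, low control full reaction with DMSO / Times: compound-enzyme preincubation 20 min, reaction 120 min, detection 60 min, 25 °C / Repeats: one replicate per compound / Also added: human ARF1(Δ1-17)-GTP substrate / Measured by: Tracer-displacement fluorescence polarization with EDTA stop, 620/688 nm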
Numbers without * were called inactive.

SMILES	ADAM17 inh	PLCg1 inh	TDP2 inh	PLC-beta3 inh	ADAM10 inh	SIAE primary	ASAP1 GAP inh	DDE Tn6 FP inh	Tn7 DDE FP	ARFGAP1 inh
CCc1cc2c(=O)c(-c3cnn(-c4ccccc4)c3)coc2c(CN2CCOCC2)c1O	-27	-178	-5	-221	-159	1	-11	-4	1	6
COc1cccc(C(C)(O)c2nc(-c3ccccc3C)cs2)c1 (configuration not stated)	2	2	-6	2	-1	-2	-8	-3	8	10
Cc1ccc(OCC(=O)Nc2ccon2)c([N+](=O)[O-])c1	-2	4	-2	-8	-5	3	1	1	-3	-2
O=[N+]([O-])c1cc2no[n+]([O-])c2cc1N1CCCCC1	1	-13	1	-18	-2	11	6	-2	-3	4
CN(CCc1cnn(C)c1)Cc1cn(C)nc1-c1ccccc1F	-2	2	12	-2	4	1	-5	4	1	-4
CN(C)C(CNc1nnnn1-c1ccccc1)c1ccco1 (configuration not stated)	-3	-6	17	-7	-11	1	-2	2	3	7
O=C(CNS(=O)(=O)c1cccc(Cl)c1)OCc1csc(-c2ccccc2)n1	1	-2	-5	-2	1	-3	15	2	-3	10
CN(C)CCCOC(=O)Cc1ccc(Cl)cc1	-7	-2	2	-1	-14	0	11	4	8	-3
O=C(c1ccc(F)cc1)N1CCN(S(=O)(=O)c2ccc3c(c2)OCCO3)CC1	-1	0	-1	0	-2	5	2	-4	7	-11
CC1(C)CC2CC(C)(CN2CC(=O)C(C#N)c2ccccc2)C1 (configuration not stated)	-1	-2	-12	0	-6	2	-6	-1	-1	-6
COc1ccc(C(=O)N2CC(=O)Nc3ccccc32)cc1S(=O)(=O)N1CCOCC1	-1	-1	4	-6	1	-4	17	2	3	-6
CSCCC(NC(=O)c1ccc(Cl)cc1)C(=O)OCC(=O)Nc1ccc(C#N)cc1 (configuration not stated)	-2	0	3	-3	-3	-3	-5	-4	2	-6
O=C(Nc1cc([N+](=O)[O-])ccc1Cl)c1cccnc1	-3	-2	3	-1	1	-7	-10	3	4	25*
O=[N+]([O-])c1cccc(-c2nn(-c3ccccc3)cc2CO)c1	2	3	-1	3	13	0	1	-2	-3	-3
CC(C)COC(=O)n1c(SCC(N)=O)nc2ccccc21	-2	-1	11	6	-1	0	1	8	5	1
COc1ccc(Br)cc1C(=O)Nc1ccc(O)cc1	-5	-2	12	-4	3	-3	11	-6	-1	1
CCOC(=O)CN1c2ccccc2NC(=O)CC1C (configuration not stated)	-6	-21	-12	-26	-27	10	0	-5	2	4
O=C(Nc1ccc(N2CCOCC2)cc1)c1ccc(Br)o1	-4	3	0	-5	-6	2	-5	-9	7	5
COc1ccc(NC(=O)NNC(=O)C(C)Oc2ccc3ccccc3c2)cc1 (configuration not stated)	-1	1	6	-5	5	-3	-2	3	2	3
CCOc1ccc(C(=O)Nc2ccc(C(F)(F)F)n(C)c2=O)cc1	1	1	0	3	-4	0	7	-5	-7	-5
Cc1nc(SCC(=O)Nc2ccc(N3CCOCC3)cc2)nc(C)c1C	-4	0	-5	2	-7	0	4	-8	-2	6
CN(C)C(CNc1ccc(C(N)=O)cc1[N+](=O)[O-])c1ccccc1 (configuration not stated)	3	1	10	3	1	10	5	2	-10	10
C=CCNc1nc(Nc2ccc([N+](=O)[O-])cc2)nc(OC)n1	-3	1	5	2	-2	-2	-2	7	0	-1
CN(Cc1ccco1)S(=O)(=O)c1nnc(NC(=O)c2ccccc2Cl)s1	-4	-17	-8	-35	2	-4	-13	2	4	0
O=C(NC1CCCCC1)C(c1ccc(F)cc1)N(Cc1ccco1)C(=O)CN1C(=O)c2ccccc2S1(=O)=O (configuration not stated)	0	2	11	0	2	-9	7	-8	0	10

Compound profiles, as listed above. Order of values: ADAM17 inh | PLCg1 inh | TDP2 inh | PLC-beta3 inh | ADAM10 inh | SIAE primary | ASAP1 GAP inh | DDE Tn6 FP inh | Tn7 DDE FP | ARFGAP1 inh
CN(Cc1ccco1)S(=O)(=O)c1nnc(NC(=O)c2ccccc2Cl)s1 is listed with -4 | -17 | -8 | -35 | 2 | -4 | -13 | 2 | 4 | 0
CCOc1ccc(C(=O)Nc2ccc(C(F)(F)F)n(C)c2=O)cc1 is listed with 1 | 1 | 0 | 3 | -4 | 0 | 7 | -5 | -7 | -5
Cc1nc(SCC(=O)Nc2ccc(N3CCOCC3)cc2)nc(C)c1C is listed with -4 | 0 | -5 | 2 | -7 | 0 | 4 | -8 | -2 | 6

Next part.
SMILES	ADAM17 inh	PLCg1 inh	TDP2 inh	PLC-beta3 inh	ADAM10 inh	SIAE primary	ASAP1 GAP inh	DDE Tn6 FP inh	Tn7 DDE FP	ARFGAP1 inh
CCOc1ccc(S(=O)(=O)N2CCN(S(=O)(=O)c3ccc(OCC)cc3)C(C)C2)cc1 (configuration not stated)	1	4	7	5	9	-2	-5	4	6	2
Cc1ncc(S(=O)(=O)c2ccccc2)c(-c2ccccc2)n1	-4	1	8	1	3	6	-2	1	2	-2
O=C(NC(=O)c1ccccc1)Nc1ccc(Cl)cn1	0	-2	-6	-4	-4	-8	10	-10	3	10
CCC1CN(S(=O)(=O)c2cc(-c3cc(C)no3)ccc2OC)c2cc(C)ccc2O1 (configuration not stated)	3	2	-11	1	4	-3	-1	-4	3	5
C#CCC(NC(=O)c1ccc(C(F)(F)F)cc1)C(=O)NCCC (configuration not stated)	5	4	0	8	0	4	-3	-7	-9	-1
COc1ccc(C(C)=O)cc1Cn1c(C)c(C(=O)NCC(C)C)sc1=O	-2	1	15	3	-5	-4	2	3	0	7
CC(=O)Nc1ccc(S(=O)(=O)N(C)c2nc3ccccc3nc2Cl)cc1	0	-3	12	-6	3	-5	-2	1	-2	-10
CN(C)C(=O)Cn1c(SCC(=O)NC2CCCCC2)nc2ccccc21	-4	0	1	-1	-4	4	-9	0	-5	-12
Cc1ccc(Cc2ccc(C(=O)NNC(N)=S)o2)cc1	3	-8	-9	-8	6	8	10	2	4	-8
O=C(Nc1ccc(Cl)c(S(=O)(=O)N2CCOCC2)c1)c1cc(=O)[nH]c2ccccc12	-5	-22	-9	-32	-26	2	0	-6	-5	4
CC1=C(C(=O)N2CCOCC2)CC(CC(=O)NC(c2ccccc2)c2ccccc2)C(=O)N1CCCN1CCCC1=O (configuration not stated)	-3	4	6	3	-2	5	-4	-5	0	-4
O=C(Nc1ccc2ccccc2c1)c1cnccn1	-4	-5	6	-4	-5	4	14	-2	-2	1
CC1CC(C)(C)NC(=S)N1CCC(=O)N1c2ccccc2CC1C (configuration not stated)	-1	-3	-10	-8	-30	5	6	1	-10	15
COC(=O)CSc1nc(NC#N)nc(NC(C)(C)C)n1	-1	3	8	-6	-1	5	6	4	-2	12
Cc1ccc(S(=O)(=O)/N=C(/Nc2ccc3[nH]c(=O)[nH]c3c2)c2ccc(F)cc2)cc1	-1	-4	8	0	-20	-4	3	0	-1	1
Cc1cc(C)nc(N2CCC(C(=O)Nc3ccc4c(c3)OCCO4)CC2)n1	0	1	-2	-1	-2	-4	3	2	0	1
Cc1cc(=O)oc2cc(OCC(O)Cn3ccnc3)ccc12 (configuration not stated)	-60	-25	-9	-36	-153	5	-16	7	-2	9
O=C(NCCOc1ccccc1)C1CCC(=O)N(CCN2CCOCC2)C1 (configuration not stated)	-2	3	-2	-6	-1	-1	-2	4	-5	6
C=CCNC(=S)N1CCc2[nH]c3ccccc3c2C1	-1	-4	11	-13	1	4	9	-4	-5	-2
O=C(NCCCn1ccnc1)c1ccc2c(c1)OCCO2	-6	-3	4	2	-14	-4	-10	-1	1	7
Cc1cc(NC(=O)Nc2ccc(Cl)c(Cl)c2)n(-c2ccccc2)n1	5	0	19	-5	11	-8	-5	-6	-6	13
O=C(O)c1ccc(NC(=O)c2cccc(S(=O)(=O)Nc3ccc(C(=O)O)cc3)c2)cc1	-5	-2	-7	-1	-6	-7	-8	5	-3	-15
Cc1ccc(S(=O)(=O)N(C)CC(=O)N/N=C/c2ccc(C)o2)cc1	-1	-1	5	-9	-6	3	-6	6	0	-4
O=C1NC[C@H](CCCCN2CCN(Cc3ccccc3)C(=O)C2=O)N(CCC2CCCCC2)C1=O	0	2	12	1	1	3	1	-8	1	-7
O=C(CC1Sc2ccccc2NC1=O)OCC(=O)N1CCc2ccccc21 (configuration not stated)	9.2*	5	-9	3	-2	-2	1	-4	-4	3

(cont.)
SMILES	ADAM17 inh	PLCg1 inh	TDP2 inh	PLC-beta3 inh	ADAM10 inh	SIAE primary	ASAP1 GAP inh	DDE Tn6 FP inh	Tn7 DDE FP	ARFGAP1 inh
O=C(NCCCN1CCCC1)c1ccc2c(c1)N(Cc1ccccc1F)C(=O)c1ccccc1S2(=O)=O	-3	-2	5	-9	-7	-11	4	1	-3	5
CN(C(=O)c1cccc(NC(=O)Cc2ccc(NC(=O)C3CCCN(C(=O)C4CCCCC4)C3)cc2)c1)C1CC1 (configuration not stated)	-2	-2	2	-1	-2	-6	-3	2	-4	6
CC1NS(=O)(=O)c2cc([N+](=O)[O-])ccc21 (configuration not stated)	-8	-4	7	-6	-18	-2	4	7	3	8
CC(/C=C1\SC(=S)N(NC(=O)c2cccc(O)c2)C1=O)=C\c1ccccc1	9	-2	-5	-2	18	-39	9	2	0	9
COc1cccc(/C=C2\SC(=S)N(CCCC(=O)NC3=NCCS3)C2=O)c1	1	3	11	-8	11	4	-13	-6	5	-6
COc1ccc(S(=O)(=O)N2c3cc(C)ccc3OCC2C(C)(C)C)cc1 (configuration not stated)	-3	0	12	1	2	-2	6	-5	1	13
Cc1nc2ccc(S(=O)(=O)NC(C(=O)N3CCC(C)CC3)C(C)C)cc2s1 (configuration not stated)	-3	-1	-3	-5	-10	-3	-6	1	5	1
COc1ccc(OCc2n[nH]c(=S)n2N)cc1	-2	-1	14	-1	-2	5	-10	5	0	-5
CCCCN1C(=O)C(CC(=O)NCc2cccs2)CC(C(=O)N(C(C)C)C(C)C)=C1C (configuration not stated)	-7	0	5	2	-10	0	8	-12	-6	-3
O=C(NN=C1CCCC1)c1ccn[nH]1	-4	-5	0	-5	-4	1	3	-3	7	5
COc1ccccc1C(=O)C1CCCN(C(=O)c2ccccn2)C1 (configuration not stated)	-7	4	-17	-2	-15	-1	0	-3	-2	6
COc1ccnc(Oc2ccc(F)cc2)c1C(=O)N/C=N/OCc1cccc(F)c1	1	4	-5	3	11	3	2	2	-11	0

Taken from above:
CN(C(=O)c1cccc(NC(=O)Cc2ccc(NC(=O)C3CCCN(C(=O)C4CCCCC4)C3)cc2)c1)C1CC1 (configuration not stated) in ADAM17 inh = -2
CCCCN1C(=O)C(CC(=O)NCc2cccs2)CC(C(=O)N(C(C)C)C(C)C)=C1C (configuration not stated) in TDP2 inh = 5
COc1cccc(/C=C2\SC(=S)N(CCCC(=O)NC3=NCCS3)C2=O)c1 in ADAM10 inh = 11
COc1ccnc(Oc2ccc(F)cc2)c1C(=O)N/C=N/OCc1cccc(F)c1 in TDP2 inh = -5

Bioassay records (PubChem BioAssay)

The order is random. Share with any hit: about 3.6%.
